# Bioassay records as filed in PubChem BioAssay.
# DAGLB inh – blocks human DAGLB lipase activity; HEK293T DAGLB membrane lysate, EnzChek fluorogenic substrate; inhibition, % at 5.17 µM; Q8NCG7; hit rate 0.059% among 340,000; in the data active = inhibition above about 34%;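 also: 0% = enzyme with vehicle and 100% = wells lacking enzyme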
# RTF Ca sens act – cardiac RTF calcium sensitization. hit rate 0.24% among 340,000. IANBD-labeled TnC RTF fluorescence at EC20 calcium; 0% EC20 calcium, 100% full calcium. activation, % at 7.2 µM;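 active = activation above the mean over all tested compounds plus 3 SD, cut at about 30% in these data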;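 also: rise in fluorescence read as greater calcium sensitivity of cardiac thin filaments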
# RTF Ca sens inh – cardiac RTF calcium desensitization | hit rate 0.12% among 340,000 | inhibition, % at 7.15 µM | IANBD-labeled cardiac RTF, Ca2+ fluorescence;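 active = inhibition above the mean inhibition of all tested compounds plus 3 SD, cut at about 17% in these data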;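 also: assay run at fixed EC70 calcium of 1.6 mM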
# PKA-R2B activ – activates the human PKA-R2B holoenzyme complex; PKA-R2B holoenzyme dissociation, Cy5-IP20 fluorescence polarization; R2B truncated from residue 108, S112A mutant; 0% DMSO only, 100% 113 µM cGMP; AID 504700; activation, % at 11.4 µM; P22694+P31323; hit rate 0.079% among 340,000;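 active = activation above a cutoff set at the mean over all compounds plus 3 SD, cut at about 18% in these data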;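 also: higher means more holoenzyme dissociation and a rise in polarization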
# Target sequence (P31323 whole entry, looked up, other chains not shown, the tested form may be a part): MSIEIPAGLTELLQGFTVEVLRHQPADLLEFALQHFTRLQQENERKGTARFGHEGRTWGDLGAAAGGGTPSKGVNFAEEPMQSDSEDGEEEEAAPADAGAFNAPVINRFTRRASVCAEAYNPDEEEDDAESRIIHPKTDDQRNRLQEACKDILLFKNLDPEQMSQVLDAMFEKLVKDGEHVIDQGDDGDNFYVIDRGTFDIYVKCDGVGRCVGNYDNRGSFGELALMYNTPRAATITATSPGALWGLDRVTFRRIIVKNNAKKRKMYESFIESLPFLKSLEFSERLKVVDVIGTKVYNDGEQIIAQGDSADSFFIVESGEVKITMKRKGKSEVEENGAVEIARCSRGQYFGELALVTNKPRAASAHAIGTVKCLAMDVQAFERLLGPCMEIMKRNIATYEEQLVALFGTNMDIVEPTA
# CAL PDZ FP-1 – blocks peptide binding to human CAL PDZ domain | Q9HD26 | purified CAL PDZ, TMR-peptide fluorescence polarization, 1 h | inhibition, % at 20 µM | hit rate 0.02% among 330,000 | AID 504414;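 active = highest replicate inhibition of at least 40%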;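 also: plate controls were DMSO neutral control wells for no effect and unlabeled competitor peptide control wells for full effect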
#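 Assay system – tagged CAL PDZ protein CerCALP, purified · Timing – 1 h at RT · Compound – single point, 20 µM · Measured by – fluorescence polarization from S- and P-plane intensities, G-factor corrected · Evaluation – inhibition from polarization loss · Probe or stimulus – TMR reporter peptide T*-PRC34 · Buffer or medium – pH 7.4 phosphate-saline buffer, reducing agent, detergent, IgG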
# Keap1-Nrf2 PPI – Keap1-Nrf2 (human) interaction inhibition; Q14145; hit rate 0.15% among 340,000; inhibition, % at 9.4 µM; Keap1 Kelch-Nrf2 peptide fluorescence polarization, 1536-well; in the data active = inhibition above about 12%; inconclusive = no clear call, values can overlap the other calls; inactive = below about 7.3%;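 also: human Keap1 Kelch domain with fluorescein labeled Nrf2 9mer peptide probe; 0% = neutral control wells and 100% = peptide positive control; higher means more block of Keap1 binding to Nrf2 peptide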
# Target sequence (Q14145 whole entry, looked up, the tested form may be a part): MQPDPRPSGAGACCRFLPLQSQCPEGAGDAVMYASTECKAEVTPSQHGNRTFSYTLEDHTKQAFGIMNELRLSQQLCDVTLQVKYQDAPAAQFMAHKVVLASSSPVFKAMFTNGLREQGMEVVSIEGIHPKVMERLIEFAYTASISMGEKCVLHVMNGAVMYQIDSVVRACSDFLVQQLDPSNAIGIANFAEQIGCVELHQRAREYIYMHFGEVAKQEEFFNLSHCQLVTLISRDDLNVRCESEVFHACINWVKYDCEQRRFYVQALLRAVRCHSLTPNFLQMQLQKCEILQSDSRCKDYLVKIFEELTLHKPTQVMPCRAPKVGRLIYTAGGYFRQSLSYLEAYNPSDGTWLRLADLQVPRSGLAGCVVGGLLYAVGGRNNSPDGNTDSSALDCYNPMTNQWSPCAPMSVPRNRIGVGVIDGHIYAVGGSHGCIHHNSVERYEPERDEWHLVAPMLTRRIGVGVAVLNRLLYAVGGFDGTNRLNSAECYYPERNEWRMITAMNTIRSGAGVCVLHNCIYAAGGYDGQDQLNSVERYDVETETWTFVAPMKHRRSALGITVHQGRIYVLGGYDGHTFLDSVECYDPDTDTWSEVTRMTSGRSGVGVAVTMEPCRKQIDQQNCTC
# LANA DNA inh – inhibitors of KSHV LANA C-terminal domain DNA binding. MBP-C-LANA/FAM-LBS DNA binding, fluorescence polarization. inhibition, % at 9 µM. hit rate 0.078% among 340,000. AID 504423;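 active = highest replicate inhibition at or above 60% at 9 µM, even if other replicates fall short; inactive = all replicates below 60% inhibition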;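 also: 0% = neutral control wells and 100% = 4 µM acridine orange control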
# SR-BI uptake up – activators of SR-BI mediated HDL lipid uptake | CHO ldlA[mSR-BI] cells, DiI-HDL uptake fluorescence, 3 h; 100 = double the neutral-control signal | AID 504775 | hit rate 0.096% among 320,000 | activation, % at 12.5 µM;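 active = mean replicate activation of at least 60% and every replicate at or above 60%; inconclusive = mean or all-replicate condition met, but not both; inactive = mean below 60% and not all replicates reaching 60%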;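 also: 0% = median plate neutral-control signal and 100% = twice that signal; values of inactives mirror those of a sister screen read the other way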
#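 Material: SR-BI-overexpressing, LDLR-lacking CHO cells; schedule: compound exposure 3 h, 37 °C; reagent: DiI-labelled HDL at 10 µg/mL final; technique: bottom-read fluorescence, 550/595 nm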
# Rtt109 Vps75 – blocks Candida albicans Rtt109/Vps75 acetyltransferase activity | purified Rtt109/Vps75, ThioGlo CoA-SH fluorescence, 4 h | AID 540336 | Q5AAJ8 | hit rate 0.16% among 330,000 | inhibition, % at 34.9 µM;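 active = inhibition of at least 50% in every replicate; inconclusive = best replicate reaches 50% inhibition but some replicates fall short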
# CAL PDZ FP-2 – blocks peptide binding to the human CAL PDZ domain; inhibition, % at 24.9 µM; AID 602252; Q9HD26; purified CAL PDZ, TMR-peptide fluorescence polarization, 1 h; hit rate 0.92% among 300,000;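 active = mean inhibition of at least 30% with at least half of replicates also reaching 30%; inconclusive = no clear call, values can overlap the other calls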;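 also: 0% = DMSO neutral control and 100% = excess unlabeled competitor peptide PRC23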
# The depositor's hits bear a star; i = inactive; ? = inconclusive; / = not tested or not shown; & = joins results of further samples.
# Sample of the layout (2 entries):
# The line under a structure holds: DAGLB inh	RTF Ca sens act	RTF Ca sens inh	PKA-R2B activ	CAL PDZ FP-1	Keap1-Nrf2 PPI	LANA DNA inh	SR-BI uptake up	Rtt109 Vps75	CAL PDZ FP-2
- O=C(Nc1ccccc1)N1CCC2(CC1)OCCO2
  -1.7	4.8	6.7	-1.9	-2.2	-0.5	0.5	3.0	2.6	-3.4
- CCN1C[C@]2(CO)CC[C@H](OC)[C@@]34C5C[C@H]6[C@H](OC)C5[C@](O)(C[C@H]6OC)[C@@H](C(OC)C23)[C@@H]14 (stereo partly drawn)
  -3.1	17.9	-5.0	-0.9	0.8	-3.9	0.6	15.8	-13.6	-5.8

# Results (from the top)
# The line under a structure holds: DAGLB inh	RTF Ca sens act	RTF Ca sens inh	PKA-R2B activ	CAL PDZ FP-1	Keap1-Nrf2 PPI	LANA DNA inh	SR-BI uptake up	Rtt109 Vps75	CAL PDZ FP-2
- O=C(Nc1ccccc1)N1CCC2(CC1)OCCO2
  -1.7	4.8	6.7	-1.9	-2.2	-0.5	0.5	3.0	2.6	-3.4
- CCN1C[C@]2(CO)CC[C@H](OC)[C@@]34C5C[C@H]6[C@H](OC)C5[C@](O)(C[C@H]6OC)[C@@H](C(OC)C23)[C@@H]14 (stereo partly drawn)
  -3.1	17.9	-5.0	-0.9	0.8	-3.9	0.6	15.8	-13.6	-5.8
- CCC(=NCc1ccc2c(c1)OCO2)c1c(O)n(C)c(=O)n(C)c1=O
  -1.4	-5.2	6.1	6.7	-3.3	-2.7	-0.4	8.5	1.1	-0.6
- CCC(=O)OC1(Cc2ccc(CC)cc2)CC(C)N(C)CC1C (stereo not drawn)
  -1.6	2.0	-3.1	13.1	-1.8	-4.8	0.4	5.2	-4.4	13.7
- CC(N)Cc1c[nH]c2ccc(Cl)cc12 (stereo not drawn)
  0.0	0.0	0.8	2.2	0.5	-3.1	-0.4	31.1	6.7	0.1
- N#Cc1ccc(Cn2cc(C=O)c3ccccc32)cc1
  0.9	-0.1	-4.0	-2.0	-2.1	-1.5	-2.5	-2.4	20.0	-5.0
- O=c1c2ccccc2nc(/C=C/c2ccc3c(c2)OCO3)n1-c1cccc(O)c1
  -0.8	-3.6	-2.1	-17.8	-1.0	-0.5	-2.2	-21.3	-7.2	-2.7
- Cn1cc(NC(=O)CCl)cn1
  -1.6	3.8	1.9	3.9	0.1	-4.8	-1.5	2.4	-16.1	1.3
- Cc1nn(Cc2ccccc2)c(C)c1C=C1C(=O)NC(=S)NC1=O
  -8.1	2.8	12.8	-12.1	-0.9	-7.0	4.7	-6.2	7.5	-2.2
- COC(=O)CC1NC2CCCCC2NC1=O (stereo not drawn)
  -2.5	0.7	-2.6	-8.5	0.1	0.5	-0.2	-36.9	-4.6	0.8
- Cc1ccc(C(=O)c2cc(Br)ccc2N)cc1
  -7.4	-0.9	-4.2	8.0	-7.5	2.1	-1.0	-49.8	6.3	-5.3
- CCC1(c2ccccc2)C(=O)N(COC)C(=O)N(COC)C1=O
  3.5	3.6	11.1	-1.4	0.0	3.9	-0.6	-3.4&3.0	-0.7&-2.7	-4.7
- C=CCn1c(O)c(C(CC)=Nc2ccc(NC(C)=O)cc2)c(=O)[nH]c1=O
  -2.1	4.7	5.7	2.4	-0.3	-0.5	-4.3	-15.6	-11.5	/
- O=C(NCCO)c1nsnc1NCCCl
  -0.1	-5.2	-2.7	3.1	0.3	3.4	0.7	1.7	2.5	-2.4
- C=CC1CN2CCC1CC2C(O)c1ccnc2ccccc12 (stereo not drawn)
  1.4	-2.0	2.0	-10.6	0.8	-2.4	-1.3	-1.3	-1.7	-4.4
- COc1ccc2[nH]c(C)c(CCNCc3cc(OC)c4c(c3)OCO4)c2c1
  -3.3	-2.2	-5.4	-12.0	-1.7	6.6	10.7	13.7	1.0	0.5
- Cc1cc(C)c(-n2c(O)c(/C=N/NC(=O)c3ccncc3)c(=O)[nH]c2=O)c(C)c1
  /	/	/	/	0.1	-5.6	2.5	-5.8	-4.9	/
- Cc1cccc(OCC(=O)N2CCN(Cc3cccnc3)CC2)c1
  -1.1	-4.8	-5.1	5.3	1.2	1.2	0.1	15.9	-12.2	-1.1
- Clc1ccc(Cn2ccnc2)cn1
  0.4	0.1	-1.3	2.3	-1.6	2.6	-1.3	13.3	-5.9	-2.1
- CCc1cc2c(s1)N(CC(=O)OC)C(=O)CN=C2c1ccccc1OC
  -1.9	2.7	-5.2	3.4	-0.5	-1.9	-1.1	3.3	2.5	-6.5
- CCOc1ccc([N+](=O)[O-])cc1CNCCc1ccccc1
  -1.6	-1.4	-4.8	-6.3	0.3	-4.9	-0.9	-0.4	-11.9	/
- Cc1nccc2c1[nH]c1ccc(Br)cc12
  -7.8	-5.2	-5.3	-2.4	-0.7	11.1	-5.0	-22.3	1.4	-0.6
- Cc1cccc(-n2c(-c3ccco3)nc3ccccc3c2=O)c1C
  2.4	-5.6	3.4	-2.4	-3.1	3.5	-1.4	31.0	/	-4.5
- COc1cc(OC)cc(C(=O)NC(=S)N2C[C@H]3C[C@H](C2)c2cccc(=O)n2C3)c1
  1.8	3.5	-0.7	0.3	0.7	-4.1	-0.5	6.2	1.2	-2.1
- O=C(CN1CC=C(c2ccccc2)CC1)Nc1c(Cl)cccc1Cl
  1.1	2.1	6.6	-2.1	-1.2	-6.6	-0.5	12.6	5.8	2.4
- COC(=O)C1=C(c2c(C)noc2C)C[C@@H]2CC[C@H]1N2C(=O)NCc1ccc2c(c1)OCO2
  1.0	5.5	-1.9	-0.1	0.4	-4.2	-0.4	20.9	-2.2	-1.4
- COc1ccc(-n2c(O)c(C(C)=NCc3ccc4c(c3)OCO4)c(=O)[nH]c2=O)cc1
  0.8	4.7	-5.5	-4.3	-1.3	4.0	0.8	11.8	9.5	-3.2
- O=C1NC(=O)N(c2ccc3c(c2)OCO3)C(=O)/C1=C/c1ccsc1
  3.9	-1.5	1.1	-8.0	-0.6	-4.9	5.9	9.8	45.8	0.1
- CC(C)CNP(=S)(c1ccccc1)C(C)(C)C (stereo not drawn)
  -0.3	5.9	-1.1	-1.3	-1.1	2.7	-0.2	0.5	3.2	2.0
- O=Cc1cn(Cc2cccc([N+](=O)[O-])c2)c2ccccc12
  0.5	3.8	-12.6	-12.2	-1.0	-6.0	-0.6	-4.4	-2.6	-2.5
- Cc1c(C=O)c2ccccc2n1Cc1cccc(F)c1
  0.4	7.5	-3.9	2.8	-2.3	-4.0	-1.0	-9.9	0.4	-1.1
- c1ccc(C(OCCN2CCNCC2)c2ccccc2)cc1
  2.2	-3.8	-1.6	-5.1	0.5	0.2	0.4	14.4	-8.3	2.9
- CCCN(CCC)C1CCc2cccc(O)c2C1 (stereo not drawn)
  1.4	-4.9	4.0	-2.4	0.5	-1.3	-1.6	-10.8	-2.8	-3.1
- CCOC(=O)CC1=C(C(=O)OCC)C2(C(=O)Nc3ccccc32)C(C#N)=C(N)O1 (stereo not drawn)
  0.3	4.0	-5.6	1.5	0.5	-2.3	-0.6	24.0	0.4	-5.4
- COC(C)(C)CCCC(C)C/C=C/C(C)=C/C(=O)OC(C)C (stereo not drawn)
  -2.7	-6.8	-1.0	-4.2	-1.3	-3.8	0.6	-3.0	?	-3.7
- CCN(CC)C(=O)c1ccc(NC(=O)c2c(C)noc2C)cc1
  -2.7	2.5	-4.2	1.4	0.9	-0.3	2.0	-8.2	2.0	/
- Cc1ccc(-n2c(O)c(C=NCCN3CCNCC3)c(=O)[nH]c2=S)cc1
  -2.2	3.7	-14.2	-1.8	/	-3.8	-1.7	20.0	2.5	-7.7
- COCCCn1c(N)c(C(=O)OCCOC)c2nc3ccccc3nc21
  -4.0	2.9	-5.3	4.5	-1.3	6.0	1.2	31.3	i	-3.3
- CCOP(=O)(OCC)C(NC(=O)c1ccc(Cl)cc1)=C(Cl)Cl
  1.9	6.4	-3.5	0.8	-1.8	1.8	0.2	46.0	/	1.8
- CCCCNC(=O)Nc1ccc(C(O)(C(=O)OCC)C(F)(F)F)cc1 (stereo not drawn)
  -0.8	2.9	-0.8	-9.7	/	4.0	-1.3	-16.0	1.8	-3.1
- CC(NC(=O)N1CC1(C)C)c1ccccc1 (stereo not drawn)
  -2.5	3.4	-1.0	-2.0	-0.6	0.4	6.4	3.4	-9.7	1.9
- Cc1cc(C=O)c(C)n1C1CCCCC1
  2.6	-2.8	-6.5	0.7	/	-2.6	4.1	18.7	1.5	-3.4
- COc1ccc(O)c(C(C)(C)C)c1
  -1.6	-6.5	6.0	-2.2	-0.2	-2.6	0.0	2.2	-0.6	-4.3
- Cn1cc(CCC(=O)N2CCC3(CC2)OCCO3)c2ccccc21
  -0.7	2.4	2.3	2.6	-0.1	-1.4	2.7	1.6	-7.4	4.7
- CC(C)(Cl)[N+](=O)[O-]
  -1.1	-3.3	-4.1	0.2	0.1	-0.4	-0.5	6.3	0.3	0.4
- COC(=O)N(c1ccc(OC)cc1)P1(=S)OCCC(C)O1 (stereo not drawn)
  -0.1	-2.2	-11.4	0.8	-0.5	-1.2	2.5	29.1	-2.0	-6.1
- CN1/C(=C\C=C2C(=O)NC(=O)NC2=O)C(C)(C)c2ccccc21
  -27.6	108.7*	-181.5	4.6	-1.4	32.4*	28.1	14.8	5.6	/
- COCC(=O)N1Cc2ccccc2-n2nncc2C1
  -0.3	-0.6	2.0	-6.9	-0.2	-1.9	2.2	11.2	-3.4	3.5
- C[C@]12CCC3C(CC[C@@H]4CC(=O)CC[C@]34C)C1CC[C@@H]2O (stereo partly drawn)
  -2.1	6.0	-3.0	0.5	-0.8	3.6	-0.8	-0.4	-2.9	-2.1
- C=CCn1c(O)c(C(C)=NCCO)c(=O)[nH]c1=O
  -2.0	0.6	-3.9	-1.8	0.2	-0.1	1.5	2.5	-2.2	-0.9
- C[C@]12CCC3[C@@H](CC[C@@H]4C[C@H](O)CC[C@]34C)[C@@H]1CCC2=O (stereo partly drawn)
  -1.5	2.9	13.4	1.0	-0.7	-1.9	-4.9	3.2	-0.8	-2.8
- NC(=O)CN1C2CCC1CC(NC(=O)C1CC1)C2 (stereo not drawn)
  -1.4	1.1	3.0	-2.7	0.0	-2.1	-1.0	-0.4	-9.0	-0.9
- Cc1cc(NC(=O)C(Cl)(Cl)Cl)no1
  2.2	2.5	-2.2	8.5	-0.5	-1.8	-0.4	15.7	0.1	-1.4
- CS(=O)(=O)N1CCN(C(=N)N[N+](=O)[O-])CC1
  -1.8	5.0	-3.6	-0.1	-1.4	-0.5	0.4	10.0	-1.5	6.8
- CC/C(=N\NC(=O)c1ccccc1O)c1c(O)n(Cc2ccccc2)c(=O)[nH]c1=O
  12.0	13.5	-25.7	-3.8	-2.2	-12.9	-1.9	/	13.3	-7.6

# These rows are one share of the data (hit frequency here may not be typical).
